SKKanGAS inh = S. pyogenes SKKanGAS growth inhibitors in kanamycin, primary screen, streptokinase expression inhibitor project, SKKanGAS strain, BacTiter-Glo luminescence. 6 h. inhibition, % at 7.5 µM. 300,000 tested, 1.3% active. AID 1662, 2009;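 active means mean replicate score, as percent of positive control median, at least 50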;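 further: strain carries kanamycin resistance gene driven by streptokinase promoter and grows in 40 µg/ml kanamycin; loss of luminescence reflects streptokinase promoter inhibition or plain growth inhibition; 0% = median of DMSO wells and 100% = positive control at its reference dose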
IEC-6 tox = cytotoxicity in IEC-6 intestinal epithelial cells, primary screen, cytotoxicity control for KLF5 inhibitor project, cell-based, luminescence. AID 1825, 2009. inhibition, % at 5 µM. 290,000 tested, 0.78% active. IEC-6 cytotoxicity, luminescence viability; in the data active means inhibition above about 22%;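 further: 0% = plate median of test compound wells and 100% = cytotoxic reference compound wells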
KLF5 inhibitor = KLF5 expression inhibitors, primary screen, DLD-1 cells, luminescence; DLD-1 KLF5 promoter-luciferase reporter; inhibition, % at 5 µM; 290,000 tested, 0.23% active; AID 1700, 2009;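 active means inhibition above a per-plate limit of that plate's mean compound inhibition plus 3 SD, cut at about 60% in these data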;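 further: 0% = DMSO wells and 100% = LY294002 at 200 µM; higher means less KLF5 promoter-driven luciferase light; inactives centre near -14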
HSP90 inh = HSP90 inhibitors, primary screen, cell lysate, luminescence; inhibition, % at 5.6 µM; Heat shock protein HSP 90 (rabbit reticulocyte lysate; luciferase refolding); Rabbit reticulocyte lysate, luciferase refolding luminescence, 3 h; AID 1789, 2009; 290,000 tested, 0.91% active;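 active means inhibition above the screen-wide mean plus 3 SD, computed separately per campaign, cut at about 16% in these data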;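 further: 0% = DMSO wells and 100% = 60 µM geldanamycin wells; inhibitors lower the luminescence because luciferase stays unfolded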
AI-2 QS mod = Vibrio harveyi AI-2 quorum sensing modulators, primary screen, JMH597 strain, luminescence/OD600 ratio; Vibrio harveyi JMH597 AI-2 luminescence/OD600 ratio, 9 h; active compounds read low; strain lacks LuxN and CqsS sensors; 0 = neutral-control median; activity change, % at 7.5 µM; 300,000 tested, 0.4% active; in the data active means activity change below about -75%, passing the limit was not always enough;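 further: luminescence divided by OD600 gain over 9 h not by final OD600 alone; inactives centre near 13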
aSyn UTR inh = MLPCN primary screen, SNCA 5' untranslated region. 300,000 tested, 0.82% active. inhibition, % (tested at 7.5 µM). alpha-synuclein 5'UTR reporter, inhibitor activity; in the data active means inhibition above about 60%;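 further: H4 neuroglioblastoma cells stably carrying SNCA 5'UTR luciferase fusion; 0% = DMSO wells and 100% = positive control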
HIF activator = HIF pathway transcriptional activators, primary screen, cell-based, U2OS HRE-luciferase, luminescence; U2OS HRE-luciferase reporter; normalized: DMSO 0%, desferrioxamine 100%; activation, % at 7.5 µM (by protocol); 300,000 tested, 0.32% active; AID 1910, 2009;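 active means mean activation of at least 10% of the iron chelator positive control signal, with at least half of replicates also reaching 10%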
HSF1 inhib = HSF1 inhibitors in luciferase reporter cells, primary screen, cell-based, NIH3T3, luminescence. AID 2098, 2009. 300,000 tested, 0.77% active. NIH3T3-HGL HSE-luciferase, MG132-induced, luminescence 8 h; active compounds read low. activity change, negative = inhibition, % at 7.5 µM (by protocol);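 active means more than half of replicate wells show activity change below -50%, luminescence cut by over half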;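 further: luciferase reports HSF-1 transcriptional activity via heat shock element; 0% = median of DMSO wells and -100% = zero luminescence signal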
HSF-1 act = HSF-1 activators, primary screen, NIH3T3-HGL cells, MG132 stress, luminescence, single point | 300,000 tested, 1.7% active | NIH3T3-HGL HSF-1 luciferase reporter, 8 h; 100% = twice DMSO control signal | AID 504408, 2011 | activation, % at 9 µM;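 active means mean replicate activation of at least 50% with a set share of replicates each reaching 50%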;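 further: 0% = median of the neutral control wells and 100% = twice that signal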
Platelet DG rel = inhibitors of platelet dense granule secretion, primary screen, cell-based, MLPCN, human platelets | inhibition, %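 (compounds screened at 7.5 µM in platelet-rich plasma)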 | 300,000 tested, 0.22% active | human platelet-rich plasma, SFLLRN dense granule ATP release, luminescence;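 active means mean replicate score, as percent of positive control, at or above 50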
* hit, by the source's call; . = no result given.

SMILES | SKKanGAS inh | IEC-6 tox | KLF5 inhibitor | HSP90 inh | AI-2 QS mod | aSyn UTR inh | HIF activator | HSF1 inhib | HSF-1 act | Platelet DG rel
CCC(NC(=O)NNC(N)=S)(C(F)(F)F)C(F)(F)F | 0 | 1 | 8 | 4 | 2 | -9 | -0.5 | 3 | 14 | 14
CSc1cccc(NC(=S)N2CCC(N(C)C3CCCCC3)CC2)c1 | -21 | 3 | 10 | 0 | 24 | 8 | 1.3 | -3 | -6 | 0
COc1ccccc1C(=O)Nc1cc2c(ccc3ccccc32)oc1=O | -3 | -3 | -4 | -3 | 41 | -56 | 0.1 | 1 | -3 | -5
CCOc1ccc(OCCC(=O)N2CCN(S(=O)(=O)c3ccc(F)cc3)CC2)cc1 | -11 | . | . | . | -5 | -5 | -0.2 | -1 | -5 | 2
Cn1ccnc1SCC(=O)c1ccc(C#N)cc1 | 0 | -6 | -23 | -7 | 17 | -26 | -0.2 | -5 | 1 | -1
CC(C)CCN1CCN(CCCn2cccn2)CC1CCO (centres undefined) | -4 | 6 | -1 | 0 | 18 | 17 | 0.1 | -4 | 11 | -5
COc1ccccc1NC(=O)NNC(=O)c1ccc2c(c1)NC(=O)C(C)(C)O2 | 1 | 5 | -7 | 0 | 19 | 29 | 1.5 | -1 | -13 | 4
COC(=O)CC(NC(=O)c1ccco1)c1ccc(C(C)C)cc1 (centres undefined) | -1 | 3 | -5 | -1 | 5 | 2 | 3.5 | 7 | 10 | -7
CN(C)S(=O)(=O)c1ccc(C(=O)OCC(=O)Nc2cccnc2Cl)cc1 | -1 | -5 | 4 | 0 | -53 | 11 | 0.3 | -6 | -5 | 2
Cc1nn(Cc2ccc(C(=O)Nc3ccccc3F)cc2)c(C)c1Cl | -3 | -5 | -25 | 0 | 7 | 2 | 0.0 | -1 | 6 | 6
CC(=O)Nc1nc2n(n1)C(c1ccc(Cl)cc1)C=C(C)N2 (centres undefined) | -2 | -2 | 8 | -2 | 19 | 35 | -0.1 | -9 | 6 | 14
O=C(Nc1ccc(C(=O)c2ccc(C(=O)O)c(C(=O)O)c2)cc1)c1ccccc1 | 3 | 2 | -19 | -2 | 44 | 3 | -13 | -6 | -22 | -8
CC1Nc2ccccc2C(=O)N1NS(C)(=O)=O (centres undefined) | -18 | 8 | -12 | -1 | 12 | -3 | -0.4 | 2 | 2 | -6
O=C(O)C1C(c2ccccc2)C(C(=O)Oc2ccccc2)C1c1ccccc1 (centres undefined) | 2 | -3 | -10 | 6 | 34 | 9 | 0.2 | -2 | -5 | 2
CSc1ccccc1NC(=O)CN1CCCCC1C (centres undefined) | 0 | -2 | -2 | 1 | 31 | -5 | 0.0 | -4 | -4 | 3
CC(C)(c1ccccc1)c1ccc(OCC2CO2)cc1 (centres undefined) | 4 | 3 | -6 | -1 | 8 | -5 | -0.2 | 5 | 11 | 0
COc1cccc(C2(c3cccc(OC)c3)CC2C(=O)Nc2cccc3ccccc23)c1 (centres undefined) | 19 | 1 | -4 | 1 | -3 | -13 | 0.5 | 1 | 18 | 13
CC(C)(C)c1nc(SCC(=O)NCc2ccco2)c2ccccc2n1 | 1 | 0 | -22 | 9 | 0 | 19 | -0.1 | 14 | 10 | 2
CCCCOC(=O)c1ccc(NC(=S)NC(=O)c2c(Br)c(C)nn2C)cc1 | 4 | 5 | -10 | -5 | 3 | -22 | 41* | -18 | -28 | 3
CC(=O)N(OCc1ccc(OC(C)C)c(Cl)c1)C(C)=O | 0 | -2 | -16 | -5 | 25 | -3 | 0.6 | 5 | 6 | -6
C=CCSc1nnc(NC(=O)c2cn(CC)c3nc(C)ccc3c2=O)s1 | 13 | 6 | -27 | -2 | 24 | -13 | -0.1 | -13 | -5 | 1
Cn1c(N)c(C(=O)COC(=O)c2ccccc2NCc2ccco2)c(=O)n(C)c1=O | -21 | 3 | -38 | 5 | 4 | 7 | 0.2 | 3 | -13 | -2
Cc1ccc(C)c(NC(=O)CCC(=O)NNC(=O)COc2cc(C)ccc2C)c1 | 1 | 5 | -10 | 0 | 11 | -15 | -0.1 | -7 | 12 | -6
O=C(N/N=C/c1c[nH]c2ccccc12)c1ccn(Cc2ccc(Cl)cc2)n1 | 17 | -8 | -11 | -1 | 17 | 17 | -0.3 | -7 | 3 | 0
Cn1c(SCc2ccc(C#N)cc2)nnc1-c1ccccc1 | 0 | 0 | -10 | -2 | 4 | -46 | 0.2 | 5 | 13 | -4
COc1ccccc1CNC(=O)C(=O)NCCC1CCCCN1S(=O)(=O)c1cccs1 (centres undefined) | -1 | . | . | . | 8 | 17 | 0.0 | 47 | 47 | -19
Cn1c(SCC(=O)N2CCCc3ccccc32)nc2ccccc2c1=O | 4 | 1 | -46 | 2 | 15 | 5 | 0.3 | 3 | -1 | 7
CC(C)C[C@@H](CC#N)N1CCN(CCc2ccccc2)CCC1=O | 4 | -3 | -14 | -2 | 19 | 0 | -1.3 | -22 | -36 | -2
CN(C)c1ccc(NC(=O)CN2CCC(O)(c3ccccc3)CC2)cc1 | -5 | -6 | -25 | -2 | 13 | 19 | -45 | -5 | -1 | -20
CC(C)C(NC(=O)c1ccc(C(C)(C)C)cc1)C(=O)N1CCCC1 (centres undefined) | 12 | 0 | 2 | -3 | . | -1 | -0.3 | -4 | 11 | -1
Cc1cc(C(=O)CSc2nnc(-c3cccnc3)n2-c2ccccc2)c(C)n1CC1CCCO1 (centres undefined) | 4 | 4 | -46 | 5 | 13 | -78 | 1.9 | 1 | 0 | 2
Cc1ccc(N2C(=O)N(CC(=O)Nc3c(C)cc(C)cc3Cl)C(=O)C2C)cc1 (centres undefined) | -4 | . | . | . | 16 | 9 | -0.5 | -10 | 4 | -12
O=C(C1=C(O)C(=O)N(CCN2CCOCC2)C1c1cccc(F)c1)c1cc2ccccc2o1 (centres undefined) | 5 | 1 | -10 | -3 | 22 | 16 | 0.0 | -1 | 13 | 9
CCOC(=O)c1sc(NC(=O)CSc2nc3c(c(=O)n2-c2ccc(C)cc2)SCC3)c(C(=O)OCC)c1C | 15 | 0 | 18 | -6 | 7 | 37 | 0.0 | -7 | -21 | -3
Cn1c(=O)c2c(nc(SCC(=O)NCc3ccc4c(c3)OCO4)n2Cc2ccccc2)n(C)c1=O | -5 | 2 | 5 | -4 | -4 | 14 | -0.1 | -9 | 1 | -2
O=C(O)C1CCC(CNS(=O)(=O)c2ccc(Cl)cc2)CC1 (centres undefined) | -6 | 5 | -37 | -4 | 24 | 8 | -19 | 1 | 18 | -1
CC(=O)Cn1c(N2CCC(Cc3ccccc3)CC2)nc2c1c(=O)[nH]c(=O)n2C | 6 | 1 | 1 | 1 | 22 | 7 | 0.1 | -3 | 4 | -1
CCC(CC)N1CCN(CC2CC=CCC2)CC1 (centres undefined) | -3 | -2 | -30 | 12 | 4 | -5 | -0.1 | -8 | 9 | 7
C=CCNC(=O)c1onc(CSc2ccc(F)c(F)c2)c1C(=O)NCC=C | 0 | . | . | . | 19 | 15 | 0.9 | 14 | 18 | 0
CSc1ccc(S(=O)(=O)NCCCn2ccnc2)cc1 | -15 | -1 | -33 | 4 | 1 | -1 | 0.6 | -6 | 3 | -15
CC1CCN(c2nc3ccc(C(=O)NCCCN4CCCCC4C)cc3s2)CC1 (centres undefined) | 0 | 18 | 5 | 8 | 10 | -277 | 3.3 | -40 | -53 | -2
CCc1cccc(C)c1NC(=O)COC(=O)CC1CCCC1 | 3 | . | . | . | 6 | -2 | -0.5 | -2 | 5 | 3
Nc1c(C(=O)NCc2ccco2)nnn1Cc1ccccc1 | -1 | 3 | 8 | -7 | 26 | 13 | 0.0 | 0 | 4 | 1
CN(C)CC#CCC(O)(c1ccccc1)C1CCCCC1 (centres undefined) | 1 | 0 | -34 | -2 | 2 | 4 | -0.1 | -8 | -24 | -15
Cc1ccc(S(=O)(=O)NCc2ccccc2)s1 | 2 | 3 | -25 | -2 | 4 | 7 | -0.5 | -8 | -7 | 2
Cc1cc(-c2ccc(Br)cc2)n[nH]1 | 15 | -2 | -67 | -3 | 13 | -120 | 3.5 | 27 | 44 | 19
C/C(=N\NC(=S)NC(C)C)c1ccccc1 | 12 | -2 | -30 | 1 | 0 | 10 | -0.1 | -24 | -42 | 17
CC(C)C[C@H]1CN=C(Nc2ccccc2)N1CCCCc1ccccc1 | 1 | -5 | 6 | 2 | 5 | 18 | -0.1 | -3 | -7 | -3
Cc1nc(-c2ccc(S(=O)(=O)N3CCN(C4c5ccccc5-c5ccccc54)CC3)s2)cs1 | -3 | 2 | -28 | -2 | 21 | 0 | -2.1 | -3 | -2 | 0
COc1ccc(OC(C)C(=O)N2CCN(c3ccccn3)CC2)cc1 (centres undefined) | 4 | -1 | -8 | 1 | 9 | 10 | -0.1 | 3 | 14 | 8
The results go on:
SMILES | SKKanGAS inh | IEC-6 tox | KLF5 inhibitor | HSP90 inh | AI-2 QS mod | aSyn UTR inh | HIF activator | HSF1 inhib | HSF-1 act | Platelet DG rel
COc1ccc(Cc2nnc(SCC(=O)N3CCN(c4ccccc4)CC3)o2)cc1 | -4 | 1 | -8 | -5 | 10 | -4 | 0.1 | 6 | 8 | 0
CN1CCC/C1=C1/C(=O)N(c2ccccc2)N=C1NC(=O)Nc1cccc(Cl)c1 | -2 | -5 | -5 | 1 | 16 | -4 | 0.5 | 35 | 46 | 4
CSc1ccccc1NC(=O)C(=O)c1c[nH]c2ccccc12 | -2 | 8 | -79 | -3 | 5 | -146 | 4.6 | 27 | 62* | -4
O=C(O)Cc1ccc(N=Cc2c(O)ccc3ccccc23)cc1 | -2 | 5 | 7 | -3 | 38 | -3 | 1.6 | -7 | 9 | -4

Six entries drawn at random from the list so far:
SMILES | SKKanGAS inh | IEC-6 tox | KLF5 inhibitor | HSP90 inh | AI-2 QS mod | aSyn UTR inh | HIF activator | HSF1 inhib | HSF-1 act | Platelet DG rel
CN(C)S(=O)(=O)c1ccc(C(=O)OCC(=O)Nc2cccnc2Cl)cc1 | -1 | -5 | 4 | 0 | -53 | 11 | 0.3 | -6 | -5 | 2
O=C(C1=C(O)C(=O)N(CCN2CCOCC2)C1c1cccc(F)c1)c1cc2ccccc2o1 (centres undefined) | 5 | 1 | -10 | -3 | 22 | 16 | 0.0 | -1 | 13 | 9
COc1ccccc1CNC(=O)C(=O)NCCC1CCCCN1S(=O)(=O)c1cccs1 (centres undefined) | -1 | . | . | . | 8 | 17 | 0.0 | 47 | 47 | -19
CCOC(=O)c1sc(NC(=O)CSc2nc3c(c(=O)n2-c2ccc(C)cc2)SCC3)c(C(=O)OCC)c1C | 15 | 0 | 18 | -6 | 7 | 37 | 0.0 | -7 | -21 | -3
C=CCSc1nnc(NC(=O)c2cn(CC)c3nc(C)ccc3c2=O)s1 | 13 | 6 | -27 | -2 | 24 | -13 | -0.1 | -13 | -5 | 1
Cc1cc(C(=O)CSc2nnc(-c3cccnc3)n2-c2ccccc2)c(C)n1CC1CCCO1 (centres undefined) | 4 | 4 | -46 | 5 | 13 | -78 | 1.9 | 1 | 0 | 2

Source: PubChem
